TTR transcr act: activators of transthyretin transcription. activation, % at 16.7 µM. AID 1117267. hit rate 1.3% among 92,000. SH-SY5Y TTR promoter Gaussia luciferase, luminescence; 100% = recombinant luciferase protein wells;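 active = activation above the mean of all tested compounds plus 3 SD, cut at about 9.5% in these data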;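 also: cells exposed to compounds for one day before reading; 0% = median of all test compound wells on the plate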
* hit, by the source's call. The list is partial. The share of hits here may be higher or lower than overall.

SMILES	TTR transcr act
CCCc1cc(-c2n[nH]c(=S)n2C(C)c2ccccc2)cs1 (stereo not drawn)	1.4
CC(=O)N/N=C(\C)CC(=O)Nc1ccc2c(c1)OCCO2	1.4
CC(O)(CS(=O)(=O)Cc1ccccc1)C(=O)Nc1ccc(C(F)(F)F)cc1 (stereo not drawn)	1.7
Cc1cccc(-n2ncc(Cl)c(Cl)c2=O)c1	-6.5
Cc1cc(Oc2ccc([N+](=O)[O-])cc2)nc(N2CCOCC2)n1	7.5
COc1ccccc1N1CCN(C2CCCN(Cc3cc(F)cc(F)c3)C2)CC1 (stereo not drawn)	-1.4
Cc1nc2nc(NCc3cccs3)nn2c(C)c1Cl	-1.3
CN1CCN(C(=O)CSc2nnc(COc3ccc(Cl)cc3)o2)CC1	-0.3
CCCCc1ccc(Nc2nc(N3CCOCC3)nc(N3CCOCC3)n2)cc1	4.7
Cc1ccc(S(=O)(=O)c2c(C)nn(C(C)(C)C)c2OC(=O)CC(C)C)cc1	-2.7
CCCNS(=O)(=O)c1ccc(OCC(=O)N2CCc3ccccc3C2)c(C)c1	1.1
CCCN(C(=O)c1cc(S(=O)(=O)N2CCN(CC)CC2)ccc1Cl)C1CCS(=O)(=O)C1 (stereo not drawn)	2.4
CCN(CCn1cccn1)C(=O)CCc1nnc(-c2ccccc2)o1	-1.6
NC(=O)c1ccc(-n2nnnc2Oc2ccc(Br)cc2)cc1	0.0
C/C(=N\NC(=O)c1c(Br)cnn1C)c1ccc(NC(=O)c2ccc(F)cc2)cc1	-1.0
ON1C2CCCCC2N(O)C1c1c(F)c(F)c(F)c(F)c1F (stereo not drawn)	3.0
Cc1ccc2c(c1)c1c3n2CCN(C(=O)Cn2c(-c4ccccc4)noc2=O)C3CCC1 (stereo not drawn)	-0.2
Cc1ccc(N2C(=O)C(Cl)=C(NCc3ccccc3)C2=O)c(C)c1	9.0
CCCn1c(SCC(=O)NC2CCCC2)nnc1C(C)C	-1.7
COc1ccc(-n2c(C)c([N+](=O)[O-])c3ccc(O)c(CN(C)C)c32)cc1	0.3
COc1ccc(-n2cccc2/C=C2/NC(=O)N(c3cccc(Cl)c3)C2=O)cc1	-1.5
S=C(Nc1ccc(Oc2ccccc2)cc1)N(CCCN1CCOCC1)Cc1ccccn1	-0.3
CC(=O)Nc1ccc(NC(=O)c2ccc(Cn3cc(Cl)cn3)cc2)cc1	-1.1
Cc1ccccc1NC(=O)COc1ccc(Br)cc1C	-1.2
CC1CC(C)CN(CC(=O)NCCc2ccc(S(N)(=O)=O)cc2)C1 (stereo not drawn)	6.2
(cont.)
SMILES	TTR transcr act
COCc1cc(CN(C)C(=O)c2oc3c(F)cccc3c2C)[nH]n1	2.3
Cc1ccc(C(=O)COC(=O)c2ccc(Br)o2)cc1C	5.2
CCc1ccccc1S(=O)(=O)Cc1ccc(C(=O)NCc2cccs2)o1	-1.2
CC(=O)NC1CCC(OC(=O)Nc2ccccc2)CC1 (stereo not drawn)	-1.3
CN1CCC[C@@H]1CCNC(=O)c1cccc2c1C(=O)c1ccc(N3CCCC3)cc1S2(=O)=O	3.7
Cc1cc(C(C)(C)C)oc1C(=O)OCC(=O)NC1CCCCC1	-0.3
O=C(Nc1ccc(-c2nnn(CC(=O)N3CCN(C(=O)c4ccco4)CC3)n2)cc1)c1ccc(F)cc1	-1.5
NC(=O)CC(NC(=O)c1ccccc1)C(=O)O (stereo not drawn)	-1.5
Nc1nc(Nc2ccccc2F)nc(NCc2ccco2)c1[N+](=O)[O-]	0.0
CCc1c(C)[nH]c(=S)c(C#N)c1C	3.7
COc1ccccc1Cn1c(=S)[nH]c2ccc(Br)cc2c1=O	1.8
COc1ccc(Nc2ccccc2N)cc1	-0.3
Cc1ccc(O)c(-c2cc(C(=O)Nc3c(C)n(C)n(-c4ccccc4)c3=O)[nH]n2)c1	-0.5
CN(C)S(=O)(=O)N(CC(=O)Nc1ccccc1F)c1ccccc1	-0.7
Cc1nc([N+](=O)[O-])c(Sc2nc3ccccc3n2C)n1Cc1ccccc1	-3.3
Cc1cccc(C(=O)Nc2nnc(SCC(=O)NC3CC3)s2)c1	-2.7
COc1ccc(S(=O)(=O)NCC2CCCN(Cc3ccc(C)o3)C2)cc1 (stereo not drawn)	8.2
COc1ccc(OCc2cc(C(=O)N(C)C(C)c3ccon3)no2)c(Cl)c1 (stereo not drawn)	-2.3
CCCCSc1nnc(-c2ccccc2)c2ccccc12	-1.2
Cn1c(C(=O)O)ccc1S(=O)(=O)N(Cc1ccccc1)Cc1ccccc1	1.2
COCCSc1ccccc1C(=O)N1CCN(c2ccccc2)CC1	0.3
CCCCOc1ccc(-c2ncc(C(=O)OCC)c(N)n2)cc1	-3.1
COc1cccc(C2CC(c3c(-c4ccccc4)c4cc(Cl)ccc4[nH]c3=O)=NN2S(C)(=O)=O)c1OC (stereo not drawn)	-3.2
O=C(c1cc2c(s1)-c1ccccc1OC2)N1CCc2ccccc2C1	-1.8
O=C(/C=C/c1ccccc1)NC(=S)NNC(=O)Cc1cccs1	-0.2
(more compounds)
SMILES	TTR transcr act
Cc1noc(C)c1C(=O)OCC(=O)NC(c1ccccc1)c1ccccc1	5.3
Cc1ccc(CNC(=O)CCC(=O)c2cccs2)cc1	-0.3
CC(=O)C1(O)C(C)CC2C3CC=C4CC(O)CCC4(C)C3CCC21C (stereo not drawn)	-0.4
CCc1ccc2[nH]c3nc(SCc4nnc(-c5ccc(C)cc5)o4)nnc3c2c1	1.2
COc1cccc(NC(=O)C2(C)CCN2C(=O)C2CCCCC2)c1 (stereo not drawn)	0.3
CCOc1cccc(CN(CC)CC2CCCN(CCc3cccc(OC)c3)C2)c1O (stereo not drawn)	-0.4
Cc1ccc(NC(=O)Cn2sc3nc(C)cc(C)c3c2=O)c(Cl)c1	-0.1
CN(NS(=O)(=O)c1ccc(Cl)cc1)c1ncc(C(F)(F)F)cc1Cl	6.3
O=C(NCCc1ccccc1)c1cc(S(=O)(=O)N2CCCCC2)c[nH]1	14.7*
Cc1ccc(-c2nn3c(C)nnc3s2)cc1NC(=O)c1ccc(-c2cccc(Cl)c2)o1	4.2
O=C1Nc2ccccc2N=C(c2ccc3c(c2)OCO3)C1N(CCc1ccccc1)C(=O)CSc1ncccn1 (stereo not drawn)	-2.1
C[C@@H](C(=O)N1CCN(Cc2ccc3c(c2)OCO3)CC1)n1nnc2ccccc2c1=O	-0.9
COc1ccc(S(=O)(=O)Nc2ccc(F)cc2)c(C)c1C	3.0
O=C(/C=C/c1cccc([N+](=O)[O-])c1)NCc1ccccc1	2.9
COc1ccccc1N(CC(=O)NC(C)(C)C)C(=O)C1CSC(=O)C1 (stereo not drawn)	0.0
COc1cccc(C(=O)NCC2(c3ccccc3)CCCC2)c1	-2.0
O=S(=O)([N-]c1nc2ccccc2nc1-[n+]1ccccc1)c1ccc(Cl)cc1	0.1
COCc1cc(C)n(CC(=O)NCc2ccccc2)c(=O)c1C#N	9.2
N/C(=N\OC(=O)CCCOc1ccccc1)c1ccc([N+](=O)[O-])cc1	1.5
Cc1ccc2c(c1)N(S(=O)(=O)c1ccc(F)cc1)C(C(C)(C)C)CO2 (stereo not drawn)	-0.2
COc1ccccc1C(=O)NC(=S)Nc1ccccc1N1CCCCC1	1.4
O=C(NCCCN1CCOCC1)c1cc2c(s1)CSC2	-0.6
CC1CCCC(NC(=O)C2CCN(S(=O)(=O)N3CCOCC3)CC2)C1C (stereo not drawn)	2.8
COc1ccc(C(=O)Nc2cccc([N+](=O)[O-])c2)cc1Br	15.4*
O=C(O)COc1ccc(/C=C/C(=O)c2ccc(C3CCCCC3)cc2)cc1	1.0
New compounds follow
SMILES	TTR transcr act
CCC1(c2ccccc2)NC(=O)N(CC(=O)N(c2ccccc2)C2CCS(=O)(=O)C2)C1=O (stereo not drawn)	5.1
COCCN(Cc1nc(C(c2ccccc2)c2ccccc2)no1)C(C)C	3.8
c1ccc2c(c1)NC1(CCCC1)n1c-2nc2ccccc21	0.4
CCOC(=O)c1c(C)sc(Sc2ccc(Cl)cc2[N+](=O)[O-])c1OC	8.0
O=C(CSc1nnnn1-c1ccc(O)cc1)c1ccc(F)cc1	3.2
COc1ccc(C(=O)NCC(=O)NCC(c2ccco2)N(C)C)cc1OC (stereo not drawn)	-0.8
Cc1cc(NC(=O)c2ccc(Cl)cc2)ccc1NC(=O)c1ccccc1Cl	-2.6
COc1cccc(C2CC(c3cccs3)=NN2C(=S)Nc2ccccc2)c1OC (stereo not drawn)	2.1
CCN(CC)CCNC(=O)CCc1nnc2ccc(N3CCC(C)CC3)nn12	-0.1
CCc1nnc(NS(=O)(=O)c2ccc(NC(=O)OC)cc2)s1	-1.1
O=C1C=C(NCc2ccco2)CCC1	0.1
O=C(Nc1cccc(S(=O)(=O)N2CCOCC2)c1)C12CC3CC(CC(C3)C1)C2	1.6
CSc1nnc(-c2cc3c(s2)-c2ccccc2CC3)o1	1.1
O=C(CN1C(=O)c2ccccc2C1=O)NC1(C(=O)O)CCCC1	-0.1
FC(F)(F)c1ccc(Cl)c(-n2c(Cc3cccs3)n[nH]c2=S)c1	0.3
COCCNC(=O)C(=O)NNC(=O)c1ccccc1OC	-3.1
COc1cc(NC(=O)c2ccc(Cl)cc2)c(OC)cc1NC(=O)CN1CCCCC1	0.2
CCOC(=O)N/N=C/c1ccc(OCCSc2ccc(Cl)cc2)c(OC)c1	-0.5
CC(C)C[C@@H](COCc1ccc(Cl)cc1)N1CCN(C(=O)c2ccc(Cl)cc2Cl)CCC1=O	-2.5
CNc1c2cccc(C)c2nc2c(C(=O)NCCN(C)C)cccc12	1.1
O=C(NCCc1nc2ccccc2[nH]1)c1ccc(Cl)c([N+](=O)[O-])c1	-0.5
CC(C)(C)OC(=O)NCCCC[C@H](NC(=O)c1nc[nH]c1C(=O)N1CCc2ccccc2C1)C(=O)OC(C)(C)C	1.9
Cc1c(Cc2ccccc2)c(=O)oc2cc(OCC(=O)N3CCC(C(=O)O)CC3)ccc12	1.1
CCOc1cc(/C=N/n2cnnc2)ccc1OS(=O)(=O)c1ccc(C)cc1	4.2
COc1ccccc1C=C1SC(=S)NC1=O	-0.3
(list continues)
SMILES	TTR transcr act
CC(C)Cn1c(N)c(C=O)c(=O)[nH]c1=O	-0.2
COc1ccc(NC(=O)N(C)C[C@H]2Oc3c(NS(=O)(=O)c4cccs4)cccc3C(=O)N([C@@H](C)CO)C[C@@H]2C)cc1	0.2
Cc1ccccc1N1CCN(C(=O)c2ccc(Oc3ccc(C(F)(F)F)cn3)cc2)CC1	-3.1
Cc1cc2c(c(=O)n1Cc1ccco1)C(c1ccccc1)C(C#N)=C(N)O2 (stereo not drawn)	0.0
CCCN1C(=O)c2ccc(C(=O)Nc3cc(C)on3)cc2C1=O	5.8
COC(=O)Nc1nc(-c2ccc(F)cc2)c(C)s1	0.9
Clc1ccccc1-c1nnc(-c2ccc3c(c2)OCO3)o1	1.4
Cc1ccc(C)c(NC(=O)COC(=O)c2cccc3c2C(=O)c2ccccc2C3=O)c1	-2.9
COc1ccc(NS(=O)(=O)c2ccc(C)c(C(=O)N(C)Cc3ccc(OC)cc3OC)c2)cc1	-0.7
C=CCNC(=O)c1ccccc1NC(=O)C1COc2ccccc2O1 (stereo not drawn)	1.4
C[C@@H](NC(=O)Cn1cnc2c(NCc3ccccc3)ncnc21)c1cccc2ccccc12	-1.6
CCCCCNC(=O)C(c1ccnc2ccccc12)n1c(=O)c(-c2cc3ccccc3[nH]2)nc2ccccc21 (stereo not drawn)	0.1
CCOC(=O)c1sc(N2C(=O)C(O)=C(C(=O)c3ccco3)C2c2ccco2)nc1C (stereo not drawn)	-2.4
CC(C)CN1C(=O)c2ccc(NC(=O)c3ccccc3F)cc2C1=O	0.1
Cc1ccc(SCC(=O)OCn2nnc3ccccc3c2=O)cc1C	2.6
CN(CCc1ccccc1)C1CCCN(S(=O)(=O)CC(F)(F)F)C1 (stereo not drawn)	1.1
Cc1ccc(S(=O)(=O)NC(=O)N2CCCC2)cc1	3.7
COc1ccc(S(=O)(=O)NC(N)=NCCc2ccccc2OC)cc1	-0.3
CCC(CC)NC(=O)Nc1ccccc1C	-0.7
CC(C)C12CN(C(=O)c3ccccc3[N+](=O)[O-])CC(C(C)C)(CN(C(=O)c3ccccc3[N+](=O)[O-])C1)C2=O	-0.6
COc1cccc(CNC(=O)CCNS(=O)(=O)c2ccc(Br)s2)c1	-0.9
O=C(C1CC1)N1CCN(c2ccc([N+](=O)[O-])cc2)CC1	8.8
Cc1noc(C)c1S(=O)(=O)NCc1ccc(CN(C)C)cc1	2.3
O=C(CCS(=O)(=O)Cc1ccccc1)NC1CCCCC1	2.7
S=C(/N=c1/sccn1Cc1ccccc1)NC1CC1	0.3
Cc1ccc(NC(=O)CN(c2ccc(C)cc2)S(=O)(=O)c2cccc3nonc23)cc1	0.7
